HIV fusion peptide – inhibitors of HIV fusion peptide binding, primary screen, biochemical, uHTS, fluorescence dequenching (AID 1986); cell-free peptide binding, fluorescence dequenching, 30 min; higher % means a stronger effect; inhibition, % at 20 µM; hits with a dose series show IC50 in µM; actives 0.3% (n = 290,000); in the data active = inhibition mostly above about 52%, no sharp cut-off; inactive = mostly below about 76%; also: some results filed as inactive read as strong as hits
NS5 inhibitors – Dengue-2 NS5 methyltransferase inhibitors, primary screen, biochemical, confirmation dose response (AID 588689) | actives 0.3% (n = 340,000) | one-dose inhibition, % at 25 µM; IC50 in µM for titrated hits | Dengue-2 NS5 methyltransferase capping enzyme assay, biochemical; higher % means a stronger effect; in the data active = a potency from the dose series
Rac1 GTP hydrolysis – MgcRacGAP GTPase-activating activity inhibitors, confirmation, biochemical, ADP Hunter fluorescence; one-dose inhibition, % at 30 µM; IC50 in µM for titrated hits; actives 0.6% (n = 340,000); MgcRacGAP-stimulated Rac1 GTP hydrolysis, ADP Hunter fluorescence; higher % means a stronger effect; GST-tagged Rac1 F28L mutant substrate;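 active = first-screen hits whose inhibition reached a set limit at any dose in the follow-up dose series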;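 also: fluorescence reports GDP produced by GAP-driven GTP hydrolysis; strong numbers were not always called active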
RSV CPE inhibition – RSV antiviral activity via CPE protection, HEp-2 cells, primary 10 µM value included (AID 2391); HEp-2 cells, RSV-induced CPE inhibition; higher % means a stronger effect; one-dose CPE inhibition, % at 10 µM; IC50 in µM for titrated hits; actives 0.13% (n = 310,000); in the data active = a potency from the dose series; also: strong numbers were not always called active
GPR35 antagonists – GPR35 antagonists blocking zaprinast-driven arrestin recruitment, primary screen, imaging, U2OS, beta-arrestin-GFP, zaprinast agonist (AID 2058) | inhibition, % at 10 µM; hits with a dose series show IC50 in µM | U2OS GPR35 beta-arrestin-GFP translocation imaging, zaprinast antagonism; higher % means a stronger effect | actives 0.052% (n = 290,000);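 active = inhibition of at least 50% with at least 30 cells and total cytoplasm GFP at most 10,000,000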
Large T inhibition – TAg ATPase/helicase activity blockers – biochemical (AID 1903); SV40 large T antigen ATPase/helicase inhibition assay; higher % means a stronger effect; inhibition, % at 20 µM, or IC50 in µM where a hit was titrated; actives 0.39% (n = 310,000); in the data active = a potency from the dose series; also: strong numbers were not always called active
K1F lysis inhibition – inhibition of K1F phage lysis, E. coli UTI89, bacterial capsule biogenesis inhibitors, alamar blue (AID 488966); inhibition, % at 100 µM, or IC50 in µM where a hit was titrated; actives 0.02% (n = 340,000); E. coli UTI89 K1F phage lysis, alamar blue, 2 h; higher % means a stronger effect;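 active = phage lysis inhibition, versus mean bacterial control, above a set limit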;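 also: capsule biogenesis inhibitors block K1F phage lysis so surviving cells raise fluorescence; higher fluorescence means more inhibition of phage lysis; actives were called in the ten point dose series up to 300 µM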
Salmonella PhoP GFP – PhoP-dependent GFP reporter repression – Salmonella Typhimurium, primary screen (AID 1863) | inhibition, % at 50 µM, or IC50 in µM where a hit was titrated | actives 0.16% (n = 300,000) | S. Typhimurium PhoP-regulated promoter GFP reporter, 4 h; higher % means a stronger effect;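 active = inhibition over 29.93%, a cutoff 3 SD above the screen mean, later confirmed by dose response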;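 also: 0% = low Mg2+ inducing control and 100% = high Mg2+ repressing control; strong numbers were not always called active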
GPR55 antagonists – GPR55 antagonists blocking LPI-driven arrestin recruitment, primary screen, imaging, U2OS, beta-arrestin-GFP, LPI agonist (AID 2013) | U2OS GPR55 beta-arrestin-GFP translocation imaging, LPI antagonism; higher % means a stronger effect | one-dose inhibition, % at 10 µM; IC50 in µM for titrated hits | actives 0.13% (n = 290,000);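 active = spots per cell inhibited over 60%, with over 100 cells counted and total cytoplasm intensity under 500,000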;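 also: U2OS cells stably carrying GPR55 and arrestin-GFP stimulated by 5 µM LPI near EC80; imaged beta-arrestin-GFP aggregate spots per cell after agonist stimulation; plate controls were LPI-stimulated DMSO wells for no effect and DMSO wells without LPI for full effect; some results filed as inactive read as strong as hits; confirmed hits need IC50 under 10 µM and bright autofluorescent wells are also inconclusive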
NS5 inhibitors pilot replicate – also measured in NS5 inhibitors; calls as there; inhibition, %; measured here: pilot screen replicate inhibition
An asterisk follows results filed as active; . = no result given; [ ] = another dose, or the depositor's remark. Compounds were not picked by outcome. About 1.5% of those tested had a hit in this group.

SMILES | HIV fusion peptide | NS5 inhibitors | Rac1 GTP hydrolysis | RSV CPE inhibition | GPR35 antagonists | Large T inhibition | K1F lysis inhibition | Salmonella PhoP GFP | GPR55 antagonists | others
CCn1cc(/C=N/N=C2\CCC3C4CCc5cc(O)ccc5C4CC[C@]23C)c(C)n1 (some centres not stated) | -0.8% | -6.2% | -0.8% | 0.9% | -6.6% | 14.3% | -0.5% | 9.9% | 16.6%
CCNS(=O)(=O)c1ccc2c(c1)n(C)c(=O)n2C | 2.8% | -7.2% | 6.6% | 1.5% | -5.4% | -0.5% | 4.8% | -2.0% | 3.1%
CN(NC(=O)c1ccccc1Cl)c1ncc(C(F)(F)F)cc1Cl | -1.2% | 0.8% | 14.1% | -0.1% | -2.3% | 9.4% | 0.6% | -9.3% | 13.0%
COc1cccc(CNC(=O)C2CCN(C(=O)N(C)C)CC2)c1 | -1.6% | -1.4% | 0.6% | 0.9% | -5.5% | 3.7% | 3.0% | -0.4% | 17.3%
COCCNC(=S)N/N=C/c1ccc(OCc2ccc(C(=O)OC)cc2)cc1 | -2.1% | -9.2% | 8.8% | 0.5% | 3.0% | 17.4% | 0.5% | -12.4% | 2.8%
CCc1cc(=O)oc2cc(OCC(N)=O)c(Cl)cc12 | 0.5% | 10.4% | 4.9% | 6.0% | -9.8% | 95.8% | -0.4% | 6.7% | 10.6%
Fc1ccccc1Cc1nnc2n1N=C(c1ccc(Cl)cc1)CS2 | 1.9% | -0.7% | 8.4% | -0.3% | 5.6% | 8.9% | 0.1% | 5.1% | 4.4%
CCc1cc2c(NCCO)ncnc2s1 | 7.1% | -6.6% | 0.5% | 0.7% | -6.6% | 9.2% | 6.3% | 7.4% | 10.0%
CCOC(=O)c1c(C)[nH]c(C(=O)COC(=O)CNC(=O)c2ccc(Cl)cc2Cl)c1C | -0.6% | -3.9% | 0.5% | 5.4% | -3.7% | 3.1% | -0.2% | -5.8% | -8.1%
Cn1c2c(c(=O)n(C)c1=O)C(c1ccc(Br)cc1)Nc1ccccc1O2 (configuration not stated) | 0.7% | -3.2% | 6.2% | 0.5% | -6.9% | 1.9% | 1.0% | -10.1% | 4.9%
COc1cc(NC(=O)C2CCCCC2)c(OC)cc1NC(=O)c1ccccc1 | -1.2% | -11.3% | 14.8% | 1.4% | 16.7% | 18.0% | 0.3% | -3.1% | 9.0%
COc1ccc(/C=C2\SC(=O)N(CCNC(=O)CN3C(=O)NC4(CCCC4)C3=O)C2=O)cc1 | . | -7.4% | 1.9% | 0.8% | . | -0.5% | 1.2%[50 µM] | -2.7% | .
COc1ccc(N2CC(C(=O)NC3CCCCC3)CC2=O)cc1 (configuration not stated) | 1.8% | -15.2% | 5.6% | 1.8% | -5.2% | 5.8% | -0.1% | -4.9% | -10.3%
COc1ccccc1NC(=O)CSc1nnc2ccccn12 | . | -0.4% | -3.5% | 0.3% | . | . | 0.2%[50 µM] | . | .
C/C(=N\NC(=O)C1CC1)c1cccnc1 | 1.0% | -1.3% | 7.1% | 1.7% | 9.5% | 11.8% | 1.8%[50 µM] | -11.2% | 0.0%
CCOC(=O)N1CCN(S(=O)(=O)c2ccc(OCC(=O)OC)cc2)CC1 | -1.5% | -5.6% | -3.8% | 1.5% | -1.0% | 5.8% | 0.7% | -7.6% | 6.3%
CCOc1cc(C(=S)N2CCOCC2)ccc1OC(=O)c1cc(OC)c(OC)c(OC)c1 | 0.7% | -6.1% | 8.3% | 0.8% | -2.2% | 2.8% | 0.5% | 8.4% | 2.7%
CC(=O)NCCNc1nc2c(-c3ccccc3)nnn2c2ccccc12 | -1.7% | -2.0% | 1.8% | 3.1% | -7.9% | 0.8% | 0.1% | -0.4% | -3.2%
Cc1cc(=O)n2nc(N3CCCC3C(=O)Nc3cccc(Cl)c3C)sc2n1 (configuration not stated) | -0.3% | -13.8% | 13.6% | -0.4% | 4.0% | 4.5% | 5.7% | . | 14.3%
CC(=O)c1nn(-c2cccc(Br)c2)cc1C(=O)c1ccc(Cl)cc1 | -0.3% | 0.9% | 5.9% | 3.2% | -5.5% | 5.0% | 0.4% | -26.1% | -8.7%
COc1cc(OC)cc(C(=O)NC(C(=O)Nc2ccc3c(c2)OCCO3)C(C)C)c1 (configuration not stated) | . | 6.0% | -1.7% | 0.3% | . | . | 0.0%[50 µM] | . | .
Cc1onc(-c2ccccc2)c1C(=O)Oc1cccnc1 | 1.8% | 4.7% | -0.2% | 2.3% | -3.4% | 11.2% | -0.2% | -4.1% | 11.4% | NS5 inhibitors pilot replicate=2.4
CCN1CCN(C(=O)CN2C(=O)c3ccccc3S2(=O)=O)CC1 | . | -0.7% | 2.5% | -0.4% | . | 7.7% | 0.7%[50 µM] | 1.1% | .
Cc1ccc(C(=O)C2=C(O)C(=O)N(Cc3cccnc3)C2c2cccc([N+](=O)[O-])c2)o1 (configuration not stated) | 0.0% | -1.9% | 6.8% | 1.2% | -4.0% | 6.7% | -0.7%[50 µM] | -3.7% | 5.4%
CCOC(=O)N1CCC(N2CC34C=CC(O3)C(C(=O)Nc3ccc(OCC)cc3)C4C2=O)CC1 (configuration not stated) | -1.4% | -2.9% | 7.8% | 0.7% | -3.2% | 4.0% | 1.0% | -0.5% | 3.1%

4 entries already listed, arranged by formula weight, largest number first:
SMILES | HIV fusion peptide | NS5 inhibitors | Rac1 GTP hydrolysis | RSV CPE inhibition | GPR35 antagonists | Large T inhibition | K1F lysis inhibition | Salmonella PhoP GFP | GPR55 antagonists | others
Cn1c2c(c(=O)n(C)c1=O)C(c1ccc(Br)cc1)Nc1ccccc1O2 (configuration not stated) | 0.7% | -3.2% | 6.2% | 0.5% | -6.9% | 1.9% | 1.0% | -10.1% | 4.9%
CN(NC(=O)c1ccccc1Cl)c1ncc(C(F)(F)F)cc1Cl | -1.2% | 0.8% | 14.1% | -0.1% | -2.3% | 9.4% | 0.6% | -9.3% | 13.0%
CCNS(=O)(=O)c1ccc2c(c1)n(C)c(=O)n2C | 2.8% | -7.2% | 6.6% | 1.5% | -5.4% | -0.5% | 4.8% | -2.0% | 3.1%
CCc1cc2c(NCCO)ncnc2s1 | 7.1% | -6.6% | 0.5% | 0.7% | -6.6% | 9.2% | 6.3% | 7.4% | 10.0%

Following part
SMILES | HIV fusion peptide | NS5 inhibitors | Rac1 GTP hydrolysis | RSV CPE inhibition | GPR35 antagonists | Large T inhibition | K1F lysis inhibition | Salmonella PhoP GFP | GPR55 antagonists | others
CC1CC(C)CN(C(=O)Cn2nnc(-c3ccccc3)n2)C1 (configuration not stated) | -1.3% | -6.7% | -1.6% | 1.2% | 3.8% | 0.1% | -0.4% | 4.5% | -4.0%
CC(C)[C@H](NC(=O)N1CCn2c1nc1ccccc12)C(=O)N[C@H](Cc1ccccc1)C(=O)O | 4.9% | -7.2% | -4.0% | 1.1% | -0.5% | 11.3% | 2.1% | 1.1% | -4.8%
O=C(Nc1nnc(CSCc2ccc(F)cc2)s1)c1cccc([N+](=O)[O-])c1 | -2.2% | -11.5% | 4.9% | 11.1% | 13.1% | 2.2% | 0.1% | 10.1% | 5.7%
Cc1ccc(C)c(NC(=O)CCc2nnc3ccc(N4CCCC4)nn23)c1 | 1.3% | 0.5% | 6.9% | 1.5% | 8.9% | 4.5% | 0.3% | 0.4% | 18.0%
CCCCNCCOCCOc1ccccc1-c1ccccc1 | -0.8% | 0.3% | 28.9% | -0.3% | -9.3% | 3.9% | 1.1%[50 µM] | 4.9% | 14.2%
Cc1cc(C)nc(Nc2ccccc2F)n1 | 1.3% | 6.3% | 10.1% | 1.3% | 3.3% | -4.1% | 0.2% | 4.8% | 12.6%
Cc1c(C(=O)NCc2ccc3c(c2)OCO3)sc2nc(-c3ccc(F)cc3)cn12 | -0.3% | -1.4% | 8.6% | 0.8% | 6.3% | 4.1% | 5.4% | 6.1% | 11.5%
CSCC[C@H](NC(=O)C(C)(C)Oc1ccc(Cl)cc1)c1nc2ccccc2[nH]1 | 1.0% | . | 4.0% | 0.4% | 20.6% | -3.7% | 3.5% | 0.0% | 2.3%
CC(OC(=O)c1cc2sccc2n1C)C(=O)NCc1ccc(F)cc1 (configuration not stated) | -1.9% | -2.4% | 5.8% | 2.4% | 3.7% | 7.0% | 0.2% | 2.4% | -12.8%
Cc1sc(NC(=O)CCC(=O)O)c(C#N)c1C | 0.8% | -3.1% | 4.8% | 0.1% | -3.9% | 4.4% | 1.1% | 0.0% | -2.6%
O=C(NNS(=O)(=O)c1ccc2ccccc2c1)C1CCN(Cc2ccccc2)CC1 | 0.7% | 7.2% | 6.7% | -0.6% | -6.4% | 10.0% | 0.2% | -3.7% | 26.9%
O=C(CC1CCCC1)N1CCCC(Nc2cccc(F)c2)C1 (configuration not stated) | 2.5% | 2.7% | 7.4% | 9.2% | 4.8% | 4.5% | 1.0% | -3.7% | 5.5%
CCCCOc1ccc(Nc2nc(C)cc(C)c2C#N)cc1 | -2.6% | -5.5% | 3.1% | -0.7% | -4.3% | 8.0% | -0.1% | -0.8% | 6.0%
CCOC(=O)[C@H]1[C@H]2COc3ccc(Cl)cc3[C@@H]2N2C(=O)c3cc(C)ccc3NC(=O)[C@@]12C | . | -0.8% | 2.4% | 3.1% | . | 4.4% | 3.9% | . | .
Cc1cc(C)n(-c2nc(NCCCN(C)C)c3c4c(sc3n2)COC(C)(C)C4)n1 | -0.1% | . | . | -1.0% | -11.3% | 4.9% | . | -12.3% | 7.7%
CC(=O)c1ccccc1OCCOc1ncnc2sccc12 | 0.3% | -9.0% | 5.0% | 0.7% | -1.7% | 0.3% | 0.3% | -5.9% | 5.3%
O=C(Nc1ccccc1Cl)c1ccc2c(=O)n3c(nc2c1)CCC3 | . | -3.7% | 1.9% | 0.1% | . | . | 0.5%[50 µM] | . | .
CCOC(=O)CSC1=C(C#N)C(=O)NC(c2ccc(OC)c(OC)c2)S1 (configuration not stated) | 2.9% | -17.7% | 22.3% | 0.4% | 9.7% | 11.3% | 0.7% | 2.3% | -0.7%
COc1ccc(S(N)(=O)=O)cc1C(=O)OCCCOc1ccc(F)cc1 | -1.6% | -13.1% | 11.8% | 4.8% | -7.0% | 14.5% | -0.4% | 1.7% | -2.4%
Cc1ccc(-c2cnc3ccccc3n2)cc1C | 0.8% | -6.5% | 7.0% | 12.2% | 10.6% | 3.4% | 0.3% | -8.5% | -4.3%
O=C(COc1ccccc1)OCC(=O)c1ccc(O)cc1O | . | 11.6% | 3.2% | -1.0% | . | . | 0.4%[50 µM] | . | .
COc1ccccc1Nc1nc2nonc2nc1N1CCC(C)CC1 | -3.3% | 3.9% | -13.1% | -0.6% | 6.9% | 5.9% | -0.7%[50 µM] | -12.4% | -0.4%
COc1ccc(C(=O)NC(C(=O)NCC(=O)Nc2c(C)cccc2C)C(C)C)cc1 (configuration not stated) | 0.8% | 0.0% | -5.1% | 1.6% | 11.3% | 3.6% | 0.0% | -6.7% | -0.5%

Assay outcomes (PubChem)
